Bioassay records: PubChem, several laboratories
NPY2 pot ag = potentiates or activates human NPY-Y2 receptor; P49146; cells expressing NPY-Y2, potentiator/agonist read-out; activation, % at 3.6 µM; 220,000 compounds, 0.45% hits; in the data active means activation above about 27%;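 further: cells stimulated with NPY near EC25 plus isoproterenol at EC100; 0% = vehicle plus submaximal agonist and 100% = vehicle plus saturating agonist; some results beyond the cut were filed as inactive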
EP2 mod = modulators of human EP2 prostaglandin E2 receptor; P43116; EP2-expressing cells, cAMP HTRF FRET, PGE2 co-stimulation; induction, % at 25 µM; 260,000 compounds, 0.83% hits; AID 940;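 active means compounds whose cAMP rise, as percent of the full-agonist control response, exceeds 60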;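 further: rat C6 glioma line stably carrying human EP2 under a CMV promoter; the protocol text gives 20 µM as final concentration; 100% = response of wells given 1 µM PGE2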
NPY1 pot ag = human NPY-Y1 potentiation or agonism, primary screen; NPY-Y1 expressing cells, potentiator/agonist activation; activation, % at 3.6 µM; 220,000 compounds, 0.37% hits; AID 1304; in the data active means activation above about 33%, passing the limit was not always enough;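 further: cells stimulated with NPY at EC10 then isoproterenol at EC100; 0% = low agonist plus stimulus and 100% = saturating agonist plus stimulus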
eIF4E 4G PPI = eIF4E/eIF4G interaction inhibition in translation initiation. 220,000 compounds, 0.37% hits. P63073+Q04637. TR-FRET eIF4E-eIF4GI(517-606) binding, 2 h. AID 782. inhibition, % at 21.7 µM;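 active means inhibition above about 30%, limit read from the data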;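 further: 0% = full FRET control wells and 100% = background wells lacking eIF4GI fragment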
Target sequence (P63073 whole entry, looked up, the tested form may be a part): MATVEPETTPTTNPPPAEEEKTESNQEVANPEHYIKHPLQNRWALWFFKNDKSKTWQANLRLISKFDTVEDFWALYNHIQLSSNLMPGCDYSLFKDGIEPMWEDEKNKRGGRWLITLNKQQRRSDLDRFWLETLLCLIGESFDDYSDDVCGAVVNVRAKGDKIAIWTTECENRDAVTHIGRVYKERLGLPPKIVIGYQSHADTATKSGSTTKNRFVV
Target sequence (Q04637 whole entry, looked up, the tested form may be a part): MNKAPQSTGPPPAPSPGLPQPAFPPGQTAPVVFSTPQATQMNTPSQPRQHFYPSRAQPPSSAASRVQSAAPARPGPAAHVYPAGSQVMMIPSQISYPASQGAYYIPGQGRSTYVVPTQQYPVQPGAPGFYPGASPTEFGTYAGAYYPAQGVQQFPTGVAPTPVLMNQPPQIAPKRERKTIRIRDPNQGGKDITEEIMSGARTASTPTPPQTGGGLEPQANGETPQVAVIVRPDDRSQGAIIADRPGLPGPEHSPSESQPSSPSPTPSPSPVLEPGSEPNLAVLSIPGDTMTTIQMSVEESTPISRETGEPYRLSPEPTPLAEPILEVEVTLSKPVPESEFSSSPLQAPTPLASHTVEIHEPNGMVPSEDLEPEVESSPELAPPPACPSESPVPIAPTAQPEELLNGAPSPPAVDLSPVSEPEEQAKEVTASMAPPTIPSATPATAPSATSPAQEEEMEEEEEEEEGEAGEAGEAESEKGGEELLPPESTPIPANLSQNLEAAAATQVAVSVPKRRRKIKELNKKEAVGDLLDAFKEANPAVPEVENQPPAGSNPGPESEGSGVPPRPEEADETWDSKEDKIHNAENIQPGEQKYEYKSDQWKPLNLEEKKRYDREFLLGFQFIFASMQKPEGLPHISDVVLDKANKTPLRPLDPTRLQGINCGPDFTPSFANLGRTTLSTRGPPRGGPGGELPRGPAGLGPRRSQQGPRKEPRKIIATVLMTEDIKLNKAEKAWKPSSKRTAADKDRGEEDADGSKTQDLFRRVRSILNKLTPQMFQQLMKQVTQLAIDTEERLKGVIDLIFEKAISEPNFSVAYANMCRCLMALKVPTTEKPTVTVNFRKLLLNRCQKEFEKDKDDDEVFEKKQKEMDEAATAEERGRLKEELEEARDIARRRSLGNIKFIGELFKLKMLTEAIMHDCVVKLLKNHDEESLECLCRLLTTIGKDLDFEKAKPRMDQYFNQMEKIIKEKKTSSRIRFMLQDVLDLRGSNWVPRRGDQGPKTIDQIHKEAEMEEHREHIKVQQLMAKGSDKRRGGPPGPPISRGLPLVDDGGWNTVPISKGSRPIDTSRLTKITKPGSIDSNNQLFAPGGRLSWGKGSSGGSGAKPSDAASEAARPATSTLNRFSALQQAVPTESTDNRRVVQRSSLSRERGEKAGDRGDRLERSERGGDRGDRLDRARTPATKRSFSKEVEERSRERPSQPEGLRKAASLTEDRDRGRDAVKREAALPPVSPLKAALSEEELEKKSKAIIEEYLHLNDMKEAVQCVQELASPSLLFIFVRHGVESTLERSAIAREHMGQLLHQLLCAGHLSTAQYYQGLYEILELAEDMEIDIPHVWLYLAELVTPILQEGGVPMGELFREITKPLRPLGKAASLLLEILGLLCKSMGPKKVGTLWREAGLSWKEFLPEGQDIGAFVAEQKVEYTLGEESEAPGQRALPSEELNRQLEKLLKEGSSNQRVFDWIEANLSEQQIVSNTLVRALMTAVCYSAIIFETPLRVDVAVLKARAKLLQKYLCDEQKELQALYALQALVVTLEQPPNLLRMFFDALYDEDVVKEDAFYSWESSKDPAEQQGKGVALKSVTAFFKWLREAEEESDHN
S1P4 antag = human S1P4 receptor antagonism; 220,000 compounds, 0.26% hits; S1P4-expressing cells, antagonist mode, reporter read-out; inhibition, % at 4.98 µM; AID 1510; in the data active means inhibition above about 29%;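 further: 0% = wells stimulated with agonist and 100% = vehicle wells without agonist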
EP2 antag = blocks the human prostaglandin E2 receptor EP2 | C6 glioma cells expressing human EP2, cAMP TR-FRET; cells stimulated with saturating PGE2 | AID 1422 | 260,000 compounds, 0.52% hits | P43116 | inhibition, % at 25 µM;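 active means percent inhibition above 40 after rounding to a whole number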;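 further: rat C6 glioma host cells with rolipram phosphodiesterase inhibitor present; the protocol text gives 20 µM as final concentration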
NPY-Y1 antag = antagonists of human neuropeptide Y receptor Y1; HEK293-CNG Y1 cells, membrane potential fluorescence; NPY at EC95, then isoproterenol; inhibition, % at 3.6 µM; 200,000 compounds, 1% hits; AID 1040;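 active means inhibition above the campaign mean inhibition of all tested compounds plus 3 SD, cut at about 20% in these data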;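 further: 0% = DMSO wells given NPY plus isoproterenol and 100% = isoproterenol alone without NPY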
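Material: HEK293 cells with Y1 receptor plus CNG channel; times: compound incubation 1 h at room temperature, readout 45 min post-stimulation; signal: fluorescence, membrane potential probe; read-out basis: fluorescence ratio normalized to % inhibition between controls; benchmarks: full-block control isoproterenol-only wells, zero-block control NPY plus isoproterenol wells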
p97 ATPase inh = blocks human p97 ATPase activity | P55072 | recombinant p97 ATPase, Kinase-Glo ATP luminescence, 3 h | inhibition, % at 8 µM | 220,000 compounds, 0.42% hits | AID 1481; in the data active means inhibition above about 15%;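 further: 0% = DMSO vehicle and 100% = wells lacking enzyme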
S1P4 ag = activates the human S1P4 receptor; AID 1509; activation, % at 4.98 µM; 220,000 compounds, 0.35% hits; S1P4-expressing cell line, agonist reporter assay; in the data active means activation above about 11%;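 further: 0% = DMSO vehicle and 100% = reference agonist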
An asterisk follows results filed as active; . = no result given; & = joins results of further samples; [ ] = remark or other dose. These rows are one share of the data; rates above refer to the full screens.

Preview, eleven compounds:
cpd	compound	NPY2 pot ag	EP2 mod	NPY1 pot ag	eIF4E 4G PPI	S1P4 antag
1	Cc1ccc2nc3c(c(N)c2c1)CCN3c1ccccc1	16	-4	1	5	-9
2	CCOC(=O)N1CCN(C(=O)c2cccc(F)c2)CC1	1	-4&35	0	0	-7
3	CCCCn1nc(CC(=O)NCCN(CC)CC)c2ccccc2c1=O	-4	-34	26	-9	8
4	C=CCn1c(C)cc(C(=O)CN2C(=O)c3ccccc3C2=O)c1C	17	-10	20	3	-6
5	COc1cc(OC)c(NS(=O)(=O)c2cccc(C(=O)OCC(=O)NCC3CCCO3)c2)cc1Cl (configuration not stated)	16	-23	10	-1	-9
6	O=C(CSCc1ccccc1)Nc1ccc(F)cc1F	-14	9	-4	0	-16
7	Cc1csc2ncnc(N3CCN(C(=S)Nc4ccc(F)cc4F)CC3)c12	9	-50	-5	3	-7
8	CCOc1ccc(OCC)c(C2C(C#N)=C(N)N(c3cccnc3)C3=C2C(=O)CC(C)(C)C3)c1 (configuration not stated)	-2	-20	-16	9	4
9	CN=C1SC(C(=O)O)CC(=O)N1C (configuration not stated)	8	24	2	-1	1
10	CCOc1ccccc1-c1nc(-c2ccc(NC(=O)Cc3ccccc3OC)cc2)no1	-19	-11	-26	4	-17

cpd	EP2 antag	NPY-Y1 antag	p97 ATPase inh	S1P4 ag
1	4	6	4	-0.8
2	10&3	2	6	-1.9
3	8	.	7	0.5
4	-2	-4	3	1.4
5	5	-2	2	0.9
6	8	0	1	1.5
7	6	.	-5	0.4
8	9	0	-2	1.0
9	9	1	3	0.4
10	10	4	2	-1.0

cpd	compound	NPY2 pot ag	EP2 mod	NPY1 pot ag	eIF4E 4G PPI	S1P4 antag
11	C#CCOC(=O)/C(=C/c1ccc(F)cc1)NC(C)=O	18	12	8	0	-14

cpd	EP2 antag	NPY-Y1 antag	p97 ATPase inh	S1P4 ag
11	6	7	9	-1.2

The whole of this part, from the first entry:
cpd	compound	NPY2 pot ag	EP2 mod	NPY1 pot ag	eIF4E 4G PPI	S1P4 antag
1	Cc1ccc2nc3c(c(N)c2c1)CCN3c1ccccc1	16	-4	1	5	-9
2	CCOC(=O)N1CCN(C(=O)c2cccc(F)c2)CC1	1	-4&35	0	0	-7
3	CCCCn1nc(CC(=O)NCCN(CC)CC)c2ccccc2c1=O	-4	-34	26	-9	8
4	C=CCn1c(C)cc(C(=O)CN2C(=O)c3ccccc3C2=O)c1C	17	-10	20	3	-6
5	COc1cc(OC)c(NS(=O)(=O)c2cccc(C(=O)OCC(=O)NCC3CCCO3)c2)cc1Cl (configuration not stated)	16	-23	10	-1	-9
6	O=C(CSCc1ccccc1)Nc1ccc(F)cc1F	-14	9	-4	0	-16
7	Cc1csc2ncnc(N3CCN(C(=S)Nc4ccc(F)cc4F)CC3)c12	9	-50	-5	3	-7
8	CCOc1ccc(OCC)c(C2C(C#N)=C(N)N(c3cccnc3)C3=C2C(=O)CC(C)(C)C3)c1 (configuration not stated)	-2	-20	-16	9	4

cpd	EP2 antag	NPY-Y1 antag	p97 ATPase inh	S1P4 ag
1	4	6	4	-0.8
2	10&3	2	6	-1.9
3	8	.	7	0.5
4	-2	-4	3	1.4
5	5	-2	2	0.9
6	8	0	1	1.5
7	6	.	-5	0.4
8	9	0	-2	1.0

A second format for part of the listing above.
| cpd | compound | NPY2 pot ag | EP2 mod | NPY1 pot ag | eIF4E 4G PPI | S1P4 antag | EP2 antag | NPY-Y1 antag | p97 ATPase inh | S1P4 ag |
| --- | --- | --- | --- | --- | --- | --- | --- | --- | --- | --- |
| 3 | CCCCn1nc(CC(=O)NCCN(CC)CC)c2ccccc2c1=O | -4 | -34 | 26 | -9 | 8 | 8 | . | 7 | 0.5 |
| 4 | C=CCn1c(C)cc(C(=O)CN2C(=O)c3ccccc3C2=O)c1C | 17 | -10 | 20 | 3 | -6 | -2 | -4 | 3 | 1.4 |

The list goes on:
cpd	compound	NPY2 pot ag	EP2 mod	NPY1 pot ag	eIF4E 4G PPI	S1P4 antag
9	CN=C1SC(C(=O)O)CC(=O)N1C (configuration not stated)	8	24	2	-1	1
10	CCOc1ccccc1-c1nc(-c2ccc(NC(=O)Cc3ccccc3OC)cc2)no1	-19	-11	-26	4	-17
11	C#CCOC(=O)/C(=C/c1ccc(F)cc1)NC(C)=O	18	12	8	0	-14
12	O=C(O)c1cc2c(N3CCC(Cc4ccccc4)CC3)ncnc2s1	5	-11	16	-3	-16
13	CCOC(=O)COc1ccc(S(=O)(=O)N2CCN(c3ccc(F)cc3)CC2)cc1	-6	-56	0	-9	23
14	CCCCCCCC(=O)N/N=C/c1ccc(Br)cc1	-31	18	-16	-2	-22
15	Cc1cc(N2CCC(C)CC2)n2nc(C)c(-c3ccccc3)c2n1	-14	48	-4	8	-16
16	COC(=O)c1ccc(C)c(NC(=O)CCSc2ccccc2)c1	-10	-41	-26	0	-4

cpd	EP2 antag	NPY-Y1 antag	p97 ATPase inh	S1P4 ag
9	9	1	3	0.4
10	10	4	2	-1.0
11	6	7	9	-1.2
12	8	3	1	0.6
13	11	-6	-5	-1.3
14	8	5	3	-2.5
15	9	4	-1	-0.1
16	2	-1	-1	-0.6

The listing continues:
cpd	compound	NPY2 pot ag	EP2 mod	NPY1 pot ag	eIF4E 4G PPI	S1P4 antag
17	CC(/C=C1\SC(=S)N(CC(=O)N2CCN(c3ccccc3)CC2)C1=O)=C\c1ccccc1	-4	2	-1	16	5
18	O=C(NNS(=O)(=O)c1ccc(F)cc1)c1cnccn1	-1	-3&17	-3	1	-13
19	COc1ccc(C(=O)N2CCN=C2SCc2cccnc2)cc1OC	-17	18	-12	-1	-23
20	C=C(C)c1cccc(C(C)(C)NC(=O)NCc2cccnc2)c1	7	34	23	0	-6
21	CCN(CC)c1nc(Oc2ccc(=O)[nH]n2)nc(N2CCOCC2)n1	6	23	13	5[fluorescence artefact?]	-15
22	COC(=O)[C@H](Cc1ccccc1)NC(=O)O[C@H]1C(=O)c2ccc(OC)cc2O[C@@H]1c1ccc2c(c1)OCO2	3	0	-14	5	-1
23	Cc1cc(C(=O)N/N=C/c2c(C)nn(-c3ccccc3)c2C)c(C)o1	-3	11	8	0	-20
24	CCOC(=O)c1ccc(S(=O)(=O)N2CCN(C3CCCC3)CC2)cc1	-10	-37	1	-4	-8

cpd	EP2 antag	NPY-Y1 antag	p97 ATPase inh	S1P4 ag
17	5	6	6	1.7
18	6&4	1	2	1.3
19	9	2	2	1.1
20	7	5	4	0.0
21	8	0	6	-1.1
22	51*	-6	4	0.8
23	6	.	5	-0.6
24	11	3	5	1.1

The listing continues.
cpd	compound	NPY2 pot ag	EP2 mod	NPY1 pot ag	eIF4E 4G PPI	S1P4 antag
25	O=C(NC1CC1)c1ccc2snnc2c1	0	-7&3	5	0	-1
26	CC(Oc1ccccc1)C(=O)Nc1ccc(S(=O)(=O)N2CCOCC2)cc1 (configuration not stated)	1	-15	13	1	-16
27	CC(C)(C)c1ccc(S(=O)(=O)NCc2ccc(C(=O)NCc3ccccn3)cc2)cc1	11	22	9	1[fluorescence artefact?]	-8
28	CCOc1ccccc1N(C)C(=O)C1CCN(S(=O)(=O)c2cccc3nonc23)CC1	-2	8	-1	7[fluorescence artefact?]	2
29	O=C(c1cnn(C(=O)c2cccc(S(=O)(=O)N3CCOCC3)c2)c1)c1ccccc1O	10	-9	8	-3	3
30	O=C1N(CN2CCN(Cc3ccccc3)CC2)c2ccccc2C12OCCCO2	-4	-20	1	2	-5
31	CC(=O)c1nnn(-c2c(F)cccc2F)c1C	-6	16	-8	3	1
32	CSc1nc(-c2ccccc2)c(C#N)c(=O)[nH]1	-12	42	-1	-4	13

cpd	EP2 antag	NPY-Y1 antag	p97 ATPase inh	S1P4 ag
25	13&9	-4	3	2.0
26	10	4	5	1.1
27	8	-10	-8	1.5
28	17	3	-1	3.0
29	7	0	0	2.2
30	6	1	4	-2.5
31	10	.	0	0.7
32	18	.	6	-0.1

(continued)
cpd	compound	NPY2 pot ag	EP2 mod	NPY1 pot ag	eIF4E 4G PPI	S1P4 antag
33	NNC(=O)c1nc[nH]c1C(=O)Nc1ccccn1	0	0	-8	1	-3
34	Cc1ccc2nc(SCn3nnc4ccccc4c3=O)[nH]c2c1	-1	0	-41	3	-7
35	S=C(Nc1ccccc1)Nc1ccc(OCc2ccccc2)cc1	8	-1	14	-13	-19
36	O=C1C(=O)c2ccccc2C([O-])=C1[n+]1ccccc1	-10	0&-3	6	-2	10
37	CCN(CC)CCOC(=O)c1ccc(Cl)cc1Cl	-10	-18	20	2	-3
38	O=C(CCc1nnc(C2CCCCC2)o1)NCCCOc1cccnc1	0	9	-13	-1	1
39	Brc1ccc(/C=N/Nc2ccc3ccccc3n2)cc1	-23	9	-29	-1	-6
40	CCOC(=O)CC(=O)Nc1c(C)cc(C)cc1C	3	4	6	4[fluorescence artefact?]	-1

cpd	EP2 antag	NPY-Y1 antag	p97 ATPase inh	S1P4 ag
33	1	2	1	2.1
34	6	6	0	3.3
35	2	-1	-5	3.1
36	9&10	.	1	-1.6
37	9	2	5	-0.1
38	3	-5	1	-0.3
39	2	5	-2	-2.4
40	6	-3	5	1.4

Further results
cpd	compound	NPY2 pot ag	EP2 mod	NPY1 pot ag	eIF4E 4G PPI	S1P4 antag
41	Cc1nnc(-c2cccc(Br)c2)c2cn(-c3cccc(Br)c3)nc12	6	-1	-6	9[fluorescence artefact?]	-2
42	CCc1ccc(NC(=O)CSc2nnc(-c3cnccn3)n2Cc2ccco2)cc1	0	22	3	-10	-5
43	O=C(NC(=S)Nc1ccccc1C(F)(F)F)c1ccccc1F	12	21	-1	-2	-4
44	Cc1nnc(N2CCOCC2)c2ccccc12	10	2	5	-2[fluorescence artefact?]	-12
45	CN(C)CCNC(=O)/C(=C/c1ccc(-c2ccc(Cl)cc2)o1)NC(=O)c1ccccc1	7	-32	-12	-2	-7

cpd	EP2 antag	NPY-Y1 antag	p97 ATPase inh	S1P4 ag
41	11	6	2	-1.0
42	2	1	-4	-0.4
43	7	7	0	1.3
44	32	0	-2	3.0
45	12	8	-9	-0.5
